Growth percent in the NCI-60 one-dose screen (48 h, 10 µM unless noted): 100 = growth as untreated, 0 = no growth, -100 = all killed.
SNB-19: SNB-19 CNS cancer cells. 2.5% of 81,000 active. AID 1794751
CAKI-1: CAKI-1 renal cancer; 4.7% of 75,000 active; AID 1794772
U251: U251 CNS tumor cells. 5.4% of 80,000 active. AID 1794753
SNB-75: SNB-75 CNS cancer; 5% of 79,000 active
SF-539: SF-539 CNS cancer | 6.8% of 81,000 active
SF-268: SF-268 CNS cancer cells; 3.1% of 82,000 active
SF-295: SF-295 CNS cancer cells; 5.6% of 79,000 active; AID 1794758
NCI-H23: NCI-H23 lung cancer. 4% of 80,000 active
A498: A498 renal cancer cells | 5.4% of 76,000 active
* marks the source's active call; other numbers are inactive results; . = not tested or not shown. The calls were made as follows: active = growth percent below 10; inactive = the rest.

Sample of the layout (four entries):
Molecule,SNB-19,CAKI-1,U251,SNB-75,SF-539,SF-268,SF-295,NCI-H23,A498
NS(=O)(=O)c1ccc(C(=O)N=Nc2c(O)[nH]c3ccc([N+](=O)[O-])cc23)cc1,102.7,93.9,94.1,82.5,97.9,93.3,96.4,96.3,100.5
C=C(C)[C@@H]1CC[C@]2(C)[C@H](CC=C3[C@@H]4CC(C)(C)CC[C@]4(C(N)=O)CC[C@]32C)[C@@]1(C)CCC#N,47.7,18.4,30.6,29.3,35.7,45.6,38.5,27.9,7.5*
COC(=O)c1ccc2c(c1)C(=O)N(c1ccccc1)C2=O,98.6,91.4,99.7,88.0,95.8,95.8,99.4,100.6,85.7
CCOC(=O)c1sc2ncnc(Nc3ccc(OCc4cccc(F)c4)cc3)c2c1C,67.9,87.9,88.3,83.4,68.4,80.5,77.1,89.0,111.3

This part in full, repeating the preview:
Molecule,SNB-19,CAKI-1,U251,SNB-75,SF-539,SF-268,SF-295,NCI-H23,A498
NS(=O)(=O)c1ccc(C(=O)N=Nc2c(O)[nH]c3ccc([N+](=O)[O-])cc23)cc1,102.7,93.9,94.1,82.5,97.9,93.3,96.4,96.3,100.5
C=C(C)[C@@H]1CC[C@]2(C)[C@H](CC=C3[C@@H]4CC(C)(C)CC[C@]4(C(N)=O)CC[C@]32C)[C@@]1(C)CCC#N,47.7,18.4,30.6,29.3,35.7,45.6,38.5,27.9,7.5*
COC(=O)c1ccc2c(c1)C(=O)N(c1ccccc1)C2=O,98.6,91.4,99.7,88.0,95.8,95.8,99.4,100.6,85.7
CCOC(=O)c1sc2ncnc(Nc3ccc(OCc4cccc(F)c4)cc3)c2c1C,67.9,87.9,88.3,83.4,68.4,80.5,77.1,89.0,111.3
CSc1nc(-c2cccs2)c2c(N)nn(S(=O)(=O)c3ccc(C)cc3)c2n1,89.4,87.9,94.9,97.3,98.5,99.4,101.2,102.0,86.4
CCN(CC)S(=O)(=O)c1ccc(C)cc1,99.6,95.8,90.8,105.6,97.5,98.4,99.5,91.7,97.8
CC(C)c1ccc(/C=N\NC(=O)N/N=C/c2ccc(C(C)C)cc2)cc1,99.6,91.6,97.4,78.1,104.9,108.2,106.8,98.9,82.3
Cc1nn(-c2ccccc2)c2nc3c(nc12)C(=O)C(=O)c1ccccc1-3,99.6,72.9,106.6,88.1,.,95.0,84.9,87.4,106.1
CC(C)CC(=O)CC(=O)c1ccco1,109.6,99.2,105.3,84.4,101.1,112.5,102.4,109.2,107.8
CN1C=Cc2ccccc2C1C[N+](=O)[O-] (stereo not given),99.2,94.0,96.4,75.0,102.4,103.0,90.3,100.6,65.6
CCN1C(=O)N(c2ccccc2)C2NN=c3s/c(=C4\C(=O)N(C(C)C)c5ccccc54)c(=O)n3C21 (stereo not given),35.7,49.1,25.9,.,-2.6*,36.7,17.9,46.5,.
CC1=NN(c2ccc([N+](=O)[O-])cc2)C(=O)C1[N+](=O)[O-] (stereo not given),97.8,96.6,102.8,100.1,113.3,103.3,104.9,101.3,107.2
C=C1C(=O)O[C@H]2[C@H]1CC/C(Cn1cc(CNC(=O)Cc3cn(C(=O)c4ccc(Cl)cc4)c4ccc(OC)cc34)nn1)=C\CC[C@@]1(C)O[C@@H]21,47.0,67.4,14.2,.,-83.7*,9.8*,83.5,19.7,53.7
COc1ccc2[nH]c(=O)c(CSc3ccc(Nc4nccc(-c5ccc6c(c5)OCO6)n4)cc3)cc2c1,94.5,102.6,100.0,99.1,92.6,109.9,94.9,101.9,115.9
CCc1cc(-c2cc(CC)on2)no1,100.0,95.6,101.4,107.4,101.7,109.4,102.7,101.8,127.3
N#Cc1nn(-c2ccccc2)nc1N1CCCCC1,100.6,95.9,97.9,84.0,100.3,100.2,102.9,101.2,83.1
CCCCC(=O)OCc1cc(=O)c(O)co1,97.9,89.6,100.6,86.2,95.1,102.4,101.4,106.1,118.3
N#Cc1c(-c2ccc(Cl)cc2)nc(SCC(=O)c2ccccc2)[nH]c1=O,88.8,87.2,97.1,69.2,94.1,95.7,104.0,96.1,94.8
Cn1c(=O)c(C#N)c(-c2ccccc2)n2c(=S)[nH]nc12,105.7,87.5,97.7,74.0,108.3,106.8,97.6,101.6,77.3
COc1cccc(-c2cn3nc(-c4cn(C)c5ccc(Br)cc45)sc3n2)c1,99.8,78.2,96.0,77.7,94.2,88.8,98.9,92.1,105.3
Cc1ccc2cccc(CC(=O)NN)c2c1,104.2,97.0,95.4,108.1,102.9,100.4,102.3,94.8,75.9
NC1=C(O)C(=O)C(c2ccc(C3OC(N)=C(O)C3=O)cc2)O1 (stereo not given),.,96.6,112.5,92.7,107.1,101.4,104.9,105.6,103.9
CNC(=O)c1[nH]cc(-c2ccccc2)c1-c1cc(OC)c(OC)c(OC)c1,100.1,84.6,101.4,88.3,96.5,98.9,102.2,101.2,.
CC/C(=C(/c1ccc(Cl)cc1)c1ccc(OCCN(C)C)cc1)c1ccc(OC)cc1,100.1,88.3,85.7,78.6,86.4,98.6,104.9,96.3,134.8
C#CCNC(=O)c1cc(C(=O)c2ccc(C)cc2)n2ccc(-c3ccncc3)cc12,96.0,85.8,93.7,78.5,92.0,100.1,104.4,95.4,80.7
CCOc1ccc(N2C(=O)N(c3ccc(C)cc3)C(=O)C2=S)cc1,94.8,96.8,91.8,102.9,109.1,91.2,100.7,97.0,100.9
CCCCNC(=O)C1(N2C(=O)c3ccccc3C2=O)CCCC1,109.3,99.8,106.1,90.5,114.0,103.0,113.2,104.8,89.7
Brc1ccccc1Nc1ccc2nnc(-c3ccncc3)n2n1,100.3,87.1,101.7,93.9,104.3,99.4,.,92.3,101.2
CCC1(c2ccccc2)SCC(c2ccccc2)=NC1=O (stereo not given),98.8,60.1,90.7,80.8,98.7,93.6,131.1,89.6,93.2
NS(=O)(=O)Oc1ccc(NC(=O)NC23CC4CC(CC(C4)C2)C3)cc1,94.1,90.9,100.5,93.5,99.1,100.1,95.9,107.6,.
COC(=O)[C@H](Cc1ccc(O)cc1)NC(=O)C1(C)CCC[C@]2(C)[C@H]3C[C@H]4C(C(C)C)=C[C@]3(CC[C@@H]12)[C@@H]1C(=O)CCC(=O)[C@@H]14 (stereo not given in full),89.0,96.2,92.1,103.6,96.2,103.6,92.4,94.5,104.7
CC(=O)O[C@H]1CC[C@]2(C)C3=C(CC[C@H]2C1(C)C)[C@]1(C)CC[C@H](C(CC[C@H](C)C(C)C)=C(c2ccccc2)c2ccccc2)[C@@]1(C)CC3,98.9,97.9,95.1,84.0,90.8,106.9,94.0,102.8,75.4
CC1CCC(C(=O)O)N1 (stereo not given),101.8,92.3,96.0,83.3,95.0,97.5,101.2,89.2,84.0
NC(/N=C/c1cc(Cl)cc(Cl)c1O)=N\S(=O)(=O)c1ccc(N=Cc2cc(Cl)cc(Cl)c2O)cc1,104.4,96.0,93.1,98.9,99.2,91.6,113.4,100.8,133.2
Nc1ccccc1-c1nn2c(CCC(=O)c3nc4ccc([N+](=O)[O-])cc4[nH]3)nnc2s1,105.0,.,106.9,99.1,105.1,98.1,91.7,90.5,112.3
Cc1nc2nc(C)c(C)nc2nc1C,97.0,95.7,.,88.7,92.9,108.3,117.6,93.6,99.9
Cc1ccc(NC(=O)c2ccccc2Cl)cc1,99.0,106.6,117.6,95.3,106.6,108.9,107.6,102.4,79.2
CC(COc1ccccc1)N(CCCl)Cc1ccccc1 (stereo not given),103.7,93.1,94.3,81.3,115.5,107.7,88.7,86.2,95.7
OCCCNc1nc(O)c(/C=C2\C=Nc3ccccc32)s1,104.9,97.1,100.6,92.0,94.4,106.7,102.1,96.4,142.4
CC(=O)C1=C(C)NC(NN)=NC1c1cccc([N+](=O)[O-])c1 (stereo not given),95.0,99.7,104.1,103.3,102.2,106.1,99.4,99.4,92.7

Continued.
SMILES	SNB-19	CAKI-1	U251	SNB-75	SF-539	SF-268	SF-295	NCI-H23	A498
N=C1C(=O)NC(=O)c2cc(-c3ccccc3)sc21	97.3	85.4	100.4	91.1	98.9	99.3	101.8	100.6	82.6
NNS(=O)(=O)c1ccccc1	99.9	102.1	94.1	96.1	104.1	106.5	95.5	100.1	98.4
CC(=O)Nc1ccc(NC(=S)Nc2ccc(NC(C)=O)cc2)cc1	95.9	90.5	102.0	86.3	.	89.5	97.8	85.3	90.5
N#C/C(=C\c1ccc(Cl)cc1Cl)C(=O)Nc1cc(-c2ccccc2)nn1-c1ccccc1	86.7	85.2	94.4	63.4	93.1	93.6	105.6	92.3	75.4
C=CCOC(=O)c1ccccc1O	104.7	15.1	103.8	74.6	97.5	87.0	150.0	103.2	101.3
[C-]#[N+]c1c(-c2ccc(OC)c(OC)c2)cc(-c2ccc(N)cc2)nc1N	104.4	111.0	104.7	88.5	96.4	105.0	97.8	97.9	88.0
CN(C)c1ccc(C(O)c2cc3ccccc3s2)cc1 (stereo not given)	91.8	63.1	92.5	86.4	85.0	89.2	106.9	95.5	85.2
CCCCCCCCCC1OC(C)CC(C)O1 (stereo not given)	106.1	101.0	103.5	101.6	98.7	101.1	99.7	106.4	78.7
O=C(Nc1ncc(Cc2ccc(F)cc2)s1)C(=S)N1CCOCC1	98.9	91.4	104.0	90.2	104.7	97.7	101.1	99.6	105.3
C/C(=N\NC(=S)Nc1ccc(Br)cc1)c1cc2ccccc2oc1=O	35.2	9.1*	17.8	17.5	20.9	14.5	32.1	34.1	.
CCOC(=O)C(=O)/C(=C\c1ccc(Cl)cc1)C(=O)N1C(=S)NC(=O)C1CC(C)C (stereo not given)	99.1	91.3	101.2	101.3	103.5	100.4	99.9	96.5	101.7
CCOC(=O)c1nnn(C(Cc2ccccc2Cl)C(=O)OCC)c1C (stereo not given)	103.7	90.8	96.1	89.5	106.7	110.8	111.2	105.2	102.8
OC(COc1ccccc1Cl)CN1CCN(c2ccc(Cl)cc2)CC1 (stereo not given)	111.2	.	99.5	83.3	90.6	104.2	97.9	106.5	78.6
CNC(=O)c1cc(Oc2ccc3nc(Nc4cc(Cl)cc(Cl)c4)ccc3c2)ccn1	75.2	84.1	58.2	70.2	75.3	59.8	47.1	70.6	35.2
Cc1ccc(S(=O)(=O)c2nc(S(=O)(=O)NCc3ccccc3)sc2Cl)cc1	90.9	92.9	96.7	76.3	96.8	88.9	98.5	93.2	103.0
O=C(Cc1ccccc1[N+](=O)[O-])NCC(O)c1ccc2c(c1)OCO2 (stereo not given)	106.3	105.5	.	103.1	100.7	104.8	103.9	96.8	.
NS(=O)(=O)c1ccc(NC(=O)c2csc(-c3ccc([N+](=O)[O-])cc3)n2)cc1	97.1	.	93.0	95.0	98.6	105.6	95.0	97.7	98.8
CC(C)CC(NC(=O)C(CCC(=O)O)NC(=O)C(CC(=O)O)NC(=O)C(CCCCN)NC(=O)C(C)NC(=O)C(NC(=O)C(CCC(=O)O)NC(=O)C(CC(=O)O)NC(=O)CNC(=O)C(CCCN=C(N)N)NC(=O)C(N)CCCN=C(N)N)C(C)O)C(N)=O (stereo not given)	113.6	.	98.4	107.8	109.9	105.0	106.0	98.1	108.2
CCCCN1C(=O)/C(=c2\sc3n(c2=O)C2C(NN=3)N(CCC)C(=O)N2CCC)c2ccccc21 (stereo not given)	60.8	59.1	90.0	.	76.0	77.8	58.3	73.6	.
O=C(/C=C/C(=O)Oc1ccccc1C(=O)O)Oc1ccccc1C(=O)O	103.7	99.2	101.2	89.5	103.2	101.1	101.5	93.4	82.7
Cc1onc(-c2ccccc2)c1C(=O)N/N=C/c1cc(Cl)cc(Cl)c1O	43.8	8.2*	25.0	61.4	16.5	34.1	-5.5*	53.2	81.2
Cn1nc(-c2ccccc2)c(C(=O)c2ccccc2)c1Nc1ccccc1	98.9	104.0	89.2	106.5	.	107.4	107.2	94.8	91.5
Cc1cc(/C=C2\SC(=S)NC2=O)cc(C)c1O	83.2	68.9	97.6	67.1	88.4	80.6	.	83.3	87.4
COc1cc(/C=C2\CN(S(=O)(=O)c3ccc(C)cc3)C/C(=C\c3cc(CN4CCOCC4)c(O)c(OC)c3)C2=O)cc(CN2CCOCC2)c1O	12.9	9.3*	15.5	25.8	-3.6*	7.9*	-34.1*	-57.1*	36.5
CCCCN(CCCC)CC(O)c1c(OC)ccc2ccccc12 (stereo not given)	97.5	85.5	89.7	91.7	93.7	94.1	60.8	71.5	73.4
O=C(CCN1CC2CCC(CC2)C1)c1cccc2ccccc12	110.2	96.7	105.8	106.1	106.0	98.4	101.9	107.1	107.2
CC(C)(C)n1nc(C2CC2)c(Br)c1NC(=O)c1ccccc1F	106.9	80.8	.	78.4	100.2	112.1	94.9	116.8	101.5
CCc1ccc(CCCC(=O)O)cc1	95.7	94.0	101.0	87.9	102.6	101.9	98.5	96.5	95.0
Nc1c(-c2nc3ccccc3[nH]2)nnn1-c1ccc(Cl)cc1	100.7	87.6	99.9	103.2	.	90.2	.	106.0	97.8
